RNase H inhibition: RNase H inhibition, HIV 1 Gag Pol polyprotein, FRET biochemical assay, screening (AID 372); HIV-1 RT RNase H, FRET RNA/DNA substrate fluorescence; higher % means a stronger effect; inhibition, % at 10 µM, or IC50 in µM where a hit was titrated; actives 0.77% (n = 100,000); in the data active = inhibition above about 50%
Numbers without * were called inactive.

SMILES | RNase H inhibition
CCc1ccc2oc(-c3cccc(NC(=O)c4ccc(Br)o4)c3)nc2c1 | 9.0%
COCCOC(=O)C1=C(C)NC2=C(C(=O)CCC2)C1c1cccc(I)c1 (stereo not given) | 4.0%
CCOC(=O)c1ccccc1NC(=O)c1ccc([N+](=O)[O-])o1 | 3.0%
Cc1c(NC(=O)Cc2ccccc2)cccc1-c1nc2ccccc2s1 | 0.0%
Cc1ccc(N(CC(=O)Nc2ccccc2F)S(=O)(=O)c2ccccc2)c(C)c1 | 7.0%
Cn1c(=N)n(CC(O)COc2ccc(Cl)cc2)c2ccccc21 (stereo not given) | 5.0%
Cc1ccc2oc(-c3cc(NC(=O)c4ccc(F)cc4)ccc3O)nc2c1 | 0.0%
O=C(c1c(F)cccc1F)N1CCN(c2cc(N3CCCC3)c(F)cc2[N+](=O)[O-])CC1 | 11.0%
CCOC(=O)c1c(NC(=O)c2cc(Br)ccc2OC)sc2c1CCCC2 | 3.0%
CC1S/C(=N\N=C\c2ccccc2F)NC1=O (stereo not given) | 14.0%
O=C(N/N=C\c1cc(Br)cc(Br)c1OC(=O)c1ccccc1Br)c1ccc([N+](=O)[O-])cc1 | 20.0%
O=C1C(=O)N(Cc2ccc(Cl)c(Cl)c2)C2C=CC=CC12 (stereo not given) | 0.0%
FC(F)C(F)(F)C(F)(F)C(F)(F)c1cc(-c2ccccc2)n[nH]1 | 3.0%
C=C(C)Cn1c(SCC(N)=O)nc2sc3c(c2c1=O)CCC3 | 3.0%
CCc1cccc(N=Cc2c(O)c(C(=O)Nc3ccccc3OC)cc3ccccc23)c1 | 20.0%
O=C(Nc1cccc(CCc2ccccn2)c1)Nc1cccc2ccccc12 | 0.0%
CCOC(=O)c1c(C)n(-c2ccccc2OC)c2c1cc(O)c1ccccc12 | 18.0%
CCOC(=O)c1cccc(NC(=O)c2ccccc2[N+](=O)[O-])c1 | 28.0%
CCNC(=O)CN1C(=O)c2ccccc2C1=O | 1.0%
O=C1CCCN1c1ccc(S(=O)(=O)Nc2cccnc2)cc1 | 0.0%
COc1ccc2c(=O)c(-c3ccccc3Cl)c(C(F)(F)F)oc2c1OC | 8.0%
COc1ccccc1CNC(=O)CN(c1ccccc1F)S(C)(=O)=O | 6.0%
COc1ccc(-c2csc(Nc3cccc(C(=O)O)c3)n2)cc1 | 7.0%
COC(=O)c1cc(NS(=O)(=O)c2ccc(NCc3cccnc3)c([N+](=O)[O-])c2)cc(C(=O)OC)c1 | 12.0%
O=C1C2=C(C(c3ccccc3)=NCCN2)C(c2ccc(O)cc2)N1c1ccccc1 (stereo not given) | 1.0%

Looked up above:
Under RNase H inhibition, `O=C1C(=O)N(Cc2ccc(Cl)c(Cl)c2)C2C=CC=CC12` (stereo not given) shows 0.0%
Under RNase H inhibition, `CCOC(=O)c1c(NC(=O)c2cc(Br)ccc2OC)sc2c1CCCC2` shows 3.0%

More results.
SMILES | RNase H inhibition
COc1ccccc1NC(=O)CN(c1ccc(C)cc1)S(=O)(=O)c1ccccc1 | 5.0%
COc1ccc(/C=N/NC(=O)N/N=C/c2ccc(OC)cc2)cc1 | 15.0%
CC(=O)C1C(=O)c2ccccc2C1=Nc1ccc2cccnc2c1 (stereo not given) | 13.0%
Cc1nc2ccccn2c1-c1csc(NCc2ccccc2)n1 | 13.0%
CC1(C)CC(CCNCc2ccccc2)(c2ccccc2)CCO1 (stereo not given) | 12.0%
CCOC(=O)C1=C(C)N=c2s/c(=C\c3ccc(-c4cccc(C(=O)O)c4)o3)c(=O)n2C1c1c(OC)ccc2ccccc12 (stereo not given) | 16.0%
CC1(C)CC(=O)C2=C(C1)Nc1ccccc1NC2c1ccc(C(F)(F)F)cc1 (stereo not given) | 10.0%
COc1cc(SC)ccc1C(=O)Nc1ccc(S(N)(=O)=O)cc1 | 15.0%
CCC1(CC)NC(=S)N(c2ccc(C)cc2)N1 | 12.0%
CCCCCNc1nc(OC(C(F)(F)F)C(F)(F)F)nc(OC(C(F)(F)F)C(F)(F)F)n1 | 5.0%
O=C(CN(c1cccc([N+](=O)[O-])c1)S(=O)(=O)c1ccccc1)Nc1ccccc1Br | 11.0%
Cc1cccc(C)c1NC(=S)NC(=O)c1ccccc1[N+](=O)[O-] | 9.0%
CC(C)c1ccc(CN2CCCN(C)CC2)cc1 | 0.0%
CN(Cc1ccccc1)C1CC(=O)N(c2ccc(F)cc2)C1=O (stereo not given) | 9.0%
COc1cc(CN2CCN(c3cc(C)ccc3C)CC2)cc(Br)c1O | 16.0%
O=C(Nc1ccc2c(c1)C(=O)c1ccccc1C2=O)c1ccc(-c2ccccc2)cc1 | 37.0%
COc1ccc(/C(N)=N/OC(=O)Cc2ccc(Cl)cc2)cc1 | 7.0%
CN1CCC(=NOC(=O)c2ccc(F)cc2)CC1 | 0.0%
COc1cc(C2C(C(=O)OCCOc3ccccc3)=C(C)NC3=C2C(=O)CC(C)(C)C3)cc(Cl)c1O (stereo not given) | 5.0%
Cc1cc(Br)ccc1N1C(=O)/C(=C/c2cccs2)C(=O)NC1=S | 16.0%
Cc1cc(NC(=O)c2ccc(C)c([N+](=O)[O-])c2)ccc1Br | 1.0%
O=C1/C(=C\Nc2cc(Cl)ccc2O)CCc2ccccc21 | 12.0%
COc1cc(/C=C2\SC(=Nc3ccc(C)c(Cl)c3)NC2=O)ccc1O | 47.0%
CCc1cccc(C)c1NC(=O)c1ccc(Br)o1 | 0.0%
CCOC(=O)C1=C(C)N=c2s/c(=C\c3cc(C)n(-c4ccc([N+](=O)[O-])cc4)c3C)c(=O)n2C1c1ccccc1Cl (stereo not given) | 15.0%
Next entries follow:
SMILES | RNase H inhibition
COc1ccc(N(Cc2ccc(C(=O)Nc3ccc(OC)c(OC)c3)cc2)S(=O)(=O)c2ccccc2)cc1 | 0.0%
COc1cccc(/C=C2/C(=O)NC(=O)N(c3ccc(C(C)C)cc3)C2=O)c1O | 5.0%
Fc1ccccc1-c1nc(-c2ccc(Br)cc2)no1 | 11.0%
Cc1cccc(/C(N)=N/OC(=O)c2ccc(Cl)cc2Cl)c1 | 11.0%
COc1cc(NC(=O)C(C)Oc2ccccc2)c(Cl)cc1NC(=O)c1ccc(Cl)cc1 (stereo not given) | 7.0%
CCOC(=O)c1csc(NC(=O)c2ccc(S(=O)(=O)N3CCCC3)cc2)n1 | 11.0%
O=c1oc2cc(OCc3cc4c(cc3Cl)OCO4)ccc2c2c1CCCC2 | 0.0%
COc1ccc(/C=C(/NC(=O)c2ccccc2)C(=O)N/N=C/c2cccc(Cl)c2Cl)cc1 | 23.0%
O=[N+]([O-])c1ccc(/C=C/c2cc(Cl)c3ccc(Cl)cc3n2)o1 | 2.0%
C(=C\c1ccco1)/C=N/Nc1nnc2c(n1)[nH]c1ccccc12 | 1.0%
COc1cc(C2NC(=O)NC(C)=C2C(=O)OCCSC)ccc1OCc1ccccc1 (stereo not given) | 13.0%
COc1ccc(NC(=O)c2cnn3c2NC(c2ccco2)CC3C(F)(F)F)c(OC)c1 (stereo not given) | 9.0%
CN1C(=O)/C(=C/C=C/c2ccco2)SC1=S | 25.0%
CN(C1=NC(=O)/C(=C\c2ccc(Cl)cc2)S1)c1ccc(O)cc1 | 26.0%
COc1ccc(-c2nc(-c3ccccc3)c(-c3ccccc3)[nH]2)cc1[N+](=O)[O-] | 3.0%
O=C(Nc1nc2ccccc2[nH]1)c1ccc(Cl)c(Cl)c1 | 1.0%
CC1CN(C(=O)Cc2ccccc2[N+](=O)[O-])CC(C)O1 (stereo not given) | 11.0%
COc1cccc(/C=N/Nc2nnc3c(n2)[nH]c2c(C)cccc23)c1O | 0.0%
CC(=O)C1=C(O)C(=O)N(CCN2CCNCC2)C1c1cccc([N+](=O)[O-])c1 (stereo not given) | 10.0%
O=C(COc1ccc(Cl)cc1Br)Nc1ccc2c(c1)OCCO2 | 36.0%
N#C/C(=C/c1cccc(Cl)c1)c1nc(-c2ccc(Cl)cc2)cs1 | 19.0%
N#Cc1c(NC(=O)CCC(=O)O)sc2c1CCCCC2 | 6.0%
Cc1cc(C)n(CCOc2nonc2N)n1 | 4.0%
COc1ccc(OC)c(C2C(C(=O)OC3CCCC3)=C(C)NC3=C2C(=O)CC(c2cccs2)C3)c1 (stereo not given) | 28.0%
Cc1ccc(C(=O)NC(=S)Nc2ccc([N+](=O)[O-])cc2)cc1C | 24.0%
New compounds follow
SMILES | RNase H inhibition
CCN1C(=O)/C(=C\c2cccc(OCc3c(Cl)cccc3Cl)c2)SC1=S | 22.0%
CCOC(=O)c1c(NC(=O)c2cc3nc(-c4ccc(Br)cc4)cc(C(F)(F)F)n3n2)sc(C(C)=O)c1C | 9.0%
C=C(C)COc1c(Br)cc(/C=C2\N=C(c3ccc(Cl)c([N+](=O)[O-])c3)OC2=O)cc1OC | 16.0%
COc1ccc(NC(=O)CN(c2ccccc2OC)S(=O)(=O)c2ccccc2)cc1OC | 8.0%
CCOc1cccc(C(=O)Nc2scc(-c3ccc(C)cc3)c2C(=O)OC)c1 | 7.0%
COC(=O)c1ccc(N(S(=O)(=O)c2ccc(NC(C)=O)cc2)S(=O)(=O)c2ccc(NC(C)=O)cc2)cc1 | 43.0%
C=CCOc1ccc(/C=C/C(=O)c2ccc(F)cc2)cc1OC | 16.0%
CN(C)CCCNC(=O)/C=C/c1ccc(C(C)(C)C)cc1 | 24.0%
O=C1/C(=C\c2cc(Br)c(O)c(Br)c2)SC(=S)N1c1ccccc1 | 4.0%
OCc1nc2ccccc2n1/N=C/c1ccccc1 | 4.0%
CSC1=C(C#N)C(c2ccccc2)C=C(c2ccccc2)N1 (stereo not given) | 30.0%
Oc1ccc(/C=N/Nc2nc(N3CCCC3)nc(N3CCCC3)n2)cc1 | 0.0%
CCC/C(=N\NC(=O)CN1CCOCC1)c1ccc(OC)cc1 | 18.0%
CN1C(=O)C(=Cc2cccc3ccccc23)C(=O)N(C)C1=O | 46.0%
CCOc1ccc(N/C(N)=N\c2nc(C)cc(C)n2)cc1 | 8.0%
COc1ccc(OCCOCCOc2ccc(C)c(C)c2)cc1 | 18.0%
O=C(Nc1cc([N+](=O)[O-])ccc1C(=O)NCc1ccco1)c1cccs1 | 7.0%
CC(C)Cn1c(C(C)O)nc2ccccc21 (stereo not given) | 0.0%
O=C1/C(=C/c2ccccc2Cl)NC(=S)N1c1ccccc1 | 13.0%
O=C(Nc1ccccc1I)c1ccccc1Cl | 3.0%
Cn1c(=O)c2c(nc(SCC(N)=O)n2C)n(C)c1=O | 2.0%
C/C(=N/OCO/N=C(/C)c1ccc(F)cc1)c1ccc(F)cc1 | 6.0%
COc1ccc(/C=N/Nc2nncc(=O)[nH]2)cc1OC | 7.0%
O=[N+]([O-])c1cccc(-c2nc3c(n2O)CCC/C3=N\O)c1 | 3.0%
COc1cccc(OCCCOc2ccc(I)cc2)c1 | 13.0%

Structures shown so far with a COOH group:
SMILES | RNase H inhibition
COc1ccc(-c2csc(Nc3cccc(C(=O)O)c3)n2)cc1 | 7.0%
CCOC(=O)C1=C(C)N=c2s/c(=C\c3ccc(-c4cccc(C(=O)O)c4)o3)c(=O)n2C1c1c(OC)ccc2ccccc12 (stereo not given) | 16.0%
N#Cc1c(NC(=O)CCC(=O)O)sc2c1CCCCC2 | 6.0%

Continuation.
SMILES | RNase H inhibition
Nc1ccc(C(=O)Nc2ccc(Cl)cc2Cl)cc1 | 5.0%
C=CCOC(=O)C1=C(C)N=C2SCCC(=O)N2C1c1ccc(OC)cc1 (stereo not given) | 0.0%
O=c1[nH]c(-c2ccc(-c3ccc([N+](=O)[O-])cc3Cl)o2)nc2sc3c(c12)CCCC3 | 13.0%
C=CCN1C(=O)/C(=C/c2cc(C)n(-c3ccc(O)cc3)c2C)SC1=S | 48.0%
CCN(C(=O)c1ccc(C)c([N+](=O)[O-])c1)c1ccccc1C | 3.0%
CC(=O)NC(CC(=O)c1ccc(Cl)cc1Cl)C(Cl)(Cl)Cl (stereo not given) | 6.0%
CC1CCN(c2ccc(C=C3C(=O)c4ccccc4C3=O)cc2[N+](=O)[O-])CC1 | 14.0%
COC(=O)/C=C1\S/C(=N\N=C\c2ccco2)NC1=O | 6.0%
COc1cc2c(cc1OC)C(c1ccccc1)=NC1(CCCC1)C2 | 4.0%
CC1=C(C(=O)OCC2CCCO2)C(c2cc3c(cc2Cl)OCO3)C2=C(CCCC2=O)N1 (stereo not given) | 6.0%
CCN(CC)c1ccc(/C=c2/sc3nc4ccccc4n3c2=O)cc1 | 13.0%
CC(C)NC(=O)/C(C#N)=C/c1cc2c(cc1Br)OCO2 | 12.0%
COc1ccc(CCNC(=O)Cc2ccccc2)cc1 | 1.0%
COc1ccc(NS(=O)(=O)c2ccc(OC)c(Br)c2)c(OC)c1 | 0.0%
CN(C)c1nc(-c2ccccc2)c2cc(Cl)ccc2n1 | 13.0%
C=CCc1ccc(OCCOc2cccc3cccnc23)c(OC)c1 | 21.0%
Cc1cccc(N2C(=O)/C(=C/c3ccc(C)o3)C(=O)NC2=S)c1 | 11.0%
CCOc1cc([N+](=O)[O-])cc(/C=C2\SC(=S)N(C)C2=O)c1O | 5.0%
COC(=O)c1c(-c2ccc(F)cc2)csc1NC(=O)C1CCCCC1C(=O)O (stereo not given) | 3.0%
Cc1cccc(C(=O)N2CCN(C(=O)c3cccc(C)c3)CC2)c1 | 6.0%

A draw from above in order of length of the SMILES, largest number first.
SMILES | RNase H inhibition
COC(=O)c1c(-c2ccc(F)cc2)csc1NC(=O)C1CCCCC1C(=O)O (stereo not given) | 3.0%
C=CCOC(=O)C1=C(C)N=C2SCCC(=O)N2C1c1ccc(OC)cc1 (stereo not given) | 0.0%
Cc1cccc(C(=O)N2CCN(C(=O)c3cccc(C)c3)CC2)c1 | 6.0%
C=CCc1ccc(OCCOc2cccc3cccnc23)c(OC)c1 | 21.0%
CN(C)c1nc(-c2ccccc2)c2cc(Cl)ccc2n1 | 13.0%

These rows are one share of the data; count on the stated rates, not on these rows.
